# Compound activity from PubChem BioAssay.
# NR2E3 ag-1: NR2E3 agonists in two-hybrid cells, primary screen, cell-based, luminescence, CHO-S, Gal4-NCOR/VP16-NR2E3; inhibition of corepressor binding, % at 3.98 µM; 360,000 tested, 0.35% active; AID 602229, 2012; luciferase; Photoreceptor-specific nuclear receptor (Homo sapiens), Q9Y5X4;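 active means inhibition above the mean of all tested compounds plus 3 SD, cut at about 70% in these data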;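 further: 0% = DMSO with NR2E3 transfected cells and 100% = cells lacking NR2E3 construct; higher means lower luciferase signal from less NR2E3 corepressor binding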
# Target sequence (Q9Y5X4 whole entry, looked up, the tested form may be a part): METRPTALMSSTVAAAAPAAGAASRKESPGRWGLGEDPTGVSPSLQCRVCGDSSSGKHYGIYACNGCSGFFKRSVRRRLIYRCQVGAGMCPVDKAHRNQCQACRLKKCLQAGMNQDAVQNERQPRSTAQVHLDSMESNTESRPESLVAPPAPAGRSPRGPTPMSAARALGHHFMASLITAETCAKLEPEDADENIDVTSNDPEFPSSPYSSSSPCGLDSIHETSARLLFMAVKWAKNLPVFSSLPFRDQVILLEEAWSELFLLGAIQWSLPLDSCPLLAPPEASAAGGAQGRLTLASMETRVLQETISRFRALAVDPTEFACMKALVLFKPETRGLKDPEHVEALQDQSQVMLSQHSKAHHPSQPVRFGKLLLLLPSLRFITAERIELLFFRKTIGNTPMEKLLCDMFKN
# TRAIL sens C8: viability loss with TRAIL in NB7+C8 cells, primary screen, TRAIL sensitizer project, cell-based, ATPlite luminescence. 360,000 tested, 1% active. inhibition (viability loss, TRAIL sensitization), % at 10 µM. AID 624354, 2012;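 active means compounds causing at least 50% loss of cell viability in the single-dose screen, relative to plate controls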
# hiPSC survival: enhancers of single-cell hiPSC survival, primary screen, ATPlite luminescence | 360,000 tested, 0.044% active | survival enhancement, % at 20 µM | 100% = ROCK inhibitor wells, 0% = DMSO; in the data active means survival enhancement above about 18%;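 further: cells exposed to compounds for 16 hours before the ATP read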
# HIF-2a block: HIF-2a reporter inhibitors, primary screen, luminescence, 786-0 RCC cells; 786-0 RCC cells HIF-2a reporter, luciferase luminescence, overnight; inhibition, % at 18.8 µM; 360,000 tested, 0.72% active; AID 624352, 2012;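 active means inhibition of the luminescence signal of 40% or more relative to plate controls, in a single-dose primary screen at 18.75 µM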
# Shn3 3UTR inh: reduction of Shn3 3'UTR firefly luciferase signal, primary screen, Schnurri-3 inhibitor project, cell-based, Clone20 osteoblasts, set 2. AID 588674, 2011. 360,000 tested, 0.52% active. Clone20 osteoblast Shn3 3'UTR firefly luciferase, 24 h. inhibition, % at 12.5 µM;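 active means mean inhibition of at least 75% with every replicate also reaching 75%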;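 further: 0% = median of neutral control wells and 100% = pilot-screen positive control compound; some compounds past the cut are filed as inactive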
# TRPM1 prom inh: inhibitors of MITF-dependent TRPM1 promoter reporter, primary screen, cell-based, SK-MEL-5, single point, luciferase | inhibition, % at 12.5 µM | 330,000 tested, 0.83% active | SK-MEL-5 TRPM1 promoter luciferase, 24 h | AID 488899, 2010;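 active means mean inhibition across replicates of 60% or more, whatever share of single replicates reaches that level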; further: values of inactives mirror those of a sister screen read the other way
# CF NFkB block: inhibitors of PAF-induced NF-kB signaling, primary screen, cell-based, GFP fluorescence, uHTS | inhibition, % at 5 µM | AID 588850, 2011 | 360,000 tested, 0.86% active | KKLEB NF-kB-GFP reporter, GFP fluorescence overnight;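 active means at least 50% inhibition at 5 µM, scaled per plate between neutral and stimulator controls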;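 further: PAF is a Pseudomonas aeruginosa culture filtrate used as stimulus; plate controls were PAF-stimulated DMSO wells for no effect and unstimulated DMSO wells for full effect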
# EBV LMP1 NFkB: EBV LMP1-driven NF-kappaB luciferase reporter inhibitors, primary screen, cell-based, luminescence, single point; LMP1-induced NF-kappaB luciferase reporter cells; inhibition, % at 12.5 µM; 350,000 tested, 0.69% active; in the data active means inhibition above about 41%;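 further: 0% = neutral control wells and 100% = reference inhibitor control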
# Peg3 promoter: Peg3 promoter-driven luciferase inhibitors, primary screen, cell-based, HeLa, luciferase luminescence; HeLa PEG-Prom luciferase reporter, overnight; inhibition, % at 20 µM; 360,000 tested, 1.7% active;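 active means inhibition of at least 50% at 20 µM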
# NR2E3 ag-2: inhibitors of NR2E3-RetCOR corepressor binding, primary screen, NR2E3 agonist project, biochemical, TR-FRET, GST-NR2E3, biotin-RetCOR; Photoreceptor-specific nuclear receptor (Homo sapiens), Q9Y5X4; 320,000 tested, 0.12% active; inhibition of corepressor binding, % at 4.78 µM; AID 2300, 2010; 1536-well;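 active means percent inhibition above the cutoff of mean plus 3 SD of all tested compounds, set per screening campaign, cut at about 20% in these data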;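 further: 0% = DMSO wells and 100% = biotin wells as full block of FRET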
#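 Test system – NR2E3–RetCOR corepressor complex · Quantity – NR2E3 fusion 1.35 nM · Buffer or medium – Tris pH 7.5 · Incubation – Compound–protein incubation for 5 h at 4 °C · Technique – TR-FRET, Eu(K)-anti-GST donor, streptavidin-D2 acceptor, ex 340, em 617/671 nm · Evaluation – percent inhibition of 671/617 nm emission ratio versus biotin and DMSO controls · Plate – 1536-well format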
# KKLEB tox: cytotoxicity in KKLEB CF airway cells, primary screen, cytotoxicity control for CF NF-kB inhibitor project, cell-based, uHTS, fluorescence assay plates. 360,000 tested, 0.36% active. KKLEB CF airway cells viability, ATPlite luminescence, overnight; hits give low values; cells stimulated with P. aeruginosa culture filtrate. activity change (cytotoxicity), % at 5 µM. AID 602141, 2011;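 active means corrected activity change at or below -50% at 5 µM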
# Numbers without * were called inactive; · = not tested or not shown. Only part of the results is shown; count on the stated rates, not on these rows.
compound	NR2E3 ag-1	TRAIL sens C8	hiPSC survival	HIF-2a block	Shn3 3UTR inh	TRPM1 prom inh	CF NFkB block	EBV LMP1 NFkB	Peg3 promoter	NR2E3 ag-2	KKLEB tox
CCCCOc1ccc(C(=O)NNC(=O)c2cnccn2)cc1OC	10	16	0.1	22	52	10	0	34	24	·	-18
c1ccc2c(-c3cc(NCc4ccncc4)n4nccc4n3)cccc2c1	-3	-11	3.3	1	1	·	-5	·	10	·	2
CCOC(=O)c1c(C)[nH]c(C)c1S(=O)(=O)N(C)CC(=O)Nc1ccccc1F	-14	-19	-0.3	12	-5	1	0	-10	10	4	0
Cc1ccc(-n2nnc3c(SCC(=O)NCC4CCCO4)ncnc32)cc1 (stereo not given)	-1	-2	-1.5	17	-28	5	30	7	-11	2	-19
CCCCc1ccc(NC(=S)N2CCC(O)CC2)cc1	-28	-2	-1.4	-56	6	-6	3	-7	-26	-4	8
CC(C(=O)N1CCc2ccccc21)N1CCN(S(=O)(=O)c2cccs2)CC1 (stereo not given)	-8	5	0.0	-7	-3	-8	-12	2	9	1	3
COC(=O)c1ccc(NC(=O)CSC2=NCCN2)cc1	10	-3	8.8	2	-35	10	-2	-26	-1	2	18
CCOC(=O)c1nc(-c2ccccc2)oc1N1CCOCC1	-7	-2	1.4	18	8	-6	20	9	4	2	-8
CN(C)C=Nc1ncc2c3ccccc3n(CCN(C)C)c2c1C#N	-15	-3	-0.2	12	-1	1	44	-15	19	3	-9
CCc1cc2ccc(OC)cc2nc1SCC(=O)NNC(C)=O	-2	-7	0.1	4	-11	5	-4	-3	19	-1	-4
Cc1[nH]c2ccccc2c1/C=C/c1nc2ccccc2c(=O)n1-c1cccc([N+](=O)[O-])c1	2	-6	-1.0	5	1	11	-14	-55	46	2	5
CCOC(=O)CSc1nnc(Cc2cc(=O)[nH]c(=O)[nH]2)n1-c1ccc(Cl)cc1	-21	3	0.0	-1	-18	·	-19	3	-17	4	-12
CCCCn1c(N)c(N(CCOC)C(=O)C2CCCN(C(=O)c3ccc(Cl)cc3)C2)c(=O)[nH]c1=O (stereo not given)	-2	3	1.0	1	-13	-2	5	3	-8	4	-1
O=C(CN(Cc1ccccc1Cl)C(=O)CNS(=O)(=O)c1ccccc1)NCC1CCCO1 (stereo not given)	-2	17	-0.7	-4	9	-3	3	1	-15	4	-3
CC1Sc2ccc(C(=O)Nc3ccccc3OC(F)F)cc2NC1=O (stereo not given)	-50	-10	0.7	-145	-22	-60	3	-22	-193	-1	6
CCCN1C=CC(=CC=C(C#N)C#N)C=C1	8	-15	0.0	-28	-7	-13	-2	1	-21	-13	2
Cc1c(CN2CCC(CO)(Cc3cccc(C(F)(F)F)c3)CC2)c2ccccc2n1C	-8	14	-6.5	4	-10	27	32	14	112*	0	-19
CCOC(=O)C1CCCN(c2cc(C)nc3cc(-c4ccc(Cl)cc4)nn23)C1 (stereo not given)	18	-3	-2.9	-33	12	-2	1	8	-35	1	-8
COc1ccccc1CC(=O)NN1C(=O)NC2(CCC(C)CC2)C1=O (stereo not given)	0	2	-0.4	4	2	-3	-9	3	-1	·	3
C=CC[C@@H](CC(=O)NCCO)C(=O)NCCOC(=O)[C@@H](CC=C)Cc1ccc(F)cc1	-4	5	-2.6	10	-10	8	-2	2	4	·	-3
CCOC(=O)c1c(NC(=O)COC(=O)c2cnccn2)sc(C)c1C	17	-20	-0.5	-9	3	1	1	-6	-32	·	-8
O=C(COc1ccccc1Cl)NC(=S)Nc1ccc(CN2CCOCC2)cc1	-8	-7	-1.7	5	-6	-3	-6	2	-19	-2	6
CC(=C/C(=O)O)/C(=C\c1ccc(Br)o1)C(=O)O	-2	-1	-0.7	10	-44	7	-4	-13	2	1	-2
CC(C)(CO)N1CCN(C(=S)Nc2ccccc2)CC1	-16	5	0.3	7	9	-5	-3	-6	19	-1	3
COc1ccccc1C(=O)NC(CCSC)C(=O)NCc1ccccn1 (stereo not given)	-22	5	-0.4	17	2	0	-7	2	12	-4	9
CCC(Oc1ccccc1)C(=O)Nc1ccc(-c2nnc(-c3ccco3)o2)cc1 (stereo not given)	-113	10	-1.8	-165	-34	-72	-12	-16	-172	3	15
COc1ccc(S(=O)(=O)N2CCc3ccccc32)cc1C(=O)Nc1cccnc1	-34	5	-0.7	26	15	12	24	-12	19	1	-9
CSc1ccccc1OCc1cc(C(=O)N2CCC(Oc3cccnc3)CC2)no1	-7	7	-0.3	-146	65	6	-6	-12	-140	3	-14
Cc1cc(/C=C(\C#N)C(=O)Nc2ccccc2)c(C)n1-c1cccnc1	-13	34	-3.1	-238	-17	-55	14	-34	-258	2	-4
Cc1cc(C(=O)CCC(=O)NNC(=O)c2ccccc2O)c(C)s1	-7	25	0.5	-9	-13	-1	-22	3	-33	-1	-2
Cn1c(N)c(S(=O)(=O)N2CCN(c3ccccc3F)CC2)c(=O)n(C)c1=O	3	-5	-0.2	-3	5	-15	6	-6	6	3	-2
CCCCN(C)C(=O)c1ccc(Nc2nc(C(N)Cc3ccccc3)cs2)nc1 (stereo not given)	-3	18	-1.5	2	14	·	36	·	40	·	-12
O=C(NN=Cc1ccc(O)cc1)C(=O)NN=Cc1ccc(O)cc1	-10	5	-1.3	2	-15	-6	0	-6	6	·	-9
O=C(CNc1cccc(S(=O)(=O)N2CCCC2)c1)Nc1ccc(F)cc1F	-23	20	3.6	2	14	7	-7	-1	-5	1	18
COc1ccc(-c2coc3c(C(=O)NCc4ccc(F)c(F)c4)cccc23)c(C)c1	30	5	-2.6	-8	58	·	12	·	4	·	-15
CC(=O)N1CCc2cc(Br)cc(S(=O)(=O)CCC(=O)N3CCN(c4ccccn4)CC3)c21	8	-4	2.3	17	2	-1	-15	5	0	1	1
COc1ccc(S(=O)(=O)N2CCCCCC2)cc1C(=O)N(C)Cc1cccc(OC)c1OC	6	13	2.7	-6	12	12	-5	5	5	4	9
CCn1nc(NS(=O)(=O)c2ccc(NC(C)=O)cc2)c2cc3ccccc3nc21	-9	-6	-0.1	6	-16	9	-7	-6	5	-3	-5
CS(=O)(=O)NCc1csc(-c2ccccc2)n1	-9	-5	-3.1	-20	-25	2	4	-4	-20	2	7
COc1cccc(NC(=O)CNC(=O)Cn2cnc3sc(C)c(C)c3c2=O)c1	4	-18	0.0	8	-5	11	3	-7	12	1	-15
COc1ccc(Nc2nc(-c3sc(C)nc3C)cs2)cc1	-69	19	-0.5	-137	-36	0	5	14	-20	1	-9
CC1(C)Cc2nc3sc4c(=O)n(CC(N)=O)cnc4c3cc2CO1	-48	6	-0.9	-61	-20	-13	7	-3	-64	-1	2
CN1CCN(c2nc3c(c(=O)[nH]c(=O)n3C)n2CCCSc2nnnn2-c2ccccc2)CC1	-1	1	-0.6	14	-4	-8	-22	0	3	3	5
COc1cc(C2C(C#N)=C(N)Oc3c2ccc2ccccc32)ccc1OCC(=O)Nc1ccccc1C (stereo not given)	-3	17	0.1	8	5	6	24	12	0	-1	-22
O=C(Nc1ccc2snnc2c1)N1CCOCC1	-3	-1	2.1	10	4	6	-5	5	-7	0	4
Cc1ccc(C2=Nc3ccc(Br)cc3C(c3ccncc3)=NN2)cc1	-35	-6	-2.3	-137	-16	-22	-8	-8	-76	1	-7
O=C(Nc1ccc(C(=O)N2CCCC(CO)C2)cc1)c1ccc(Br)o1 (stereo not given)	-10	-7	-0.6	-7	-4	3	-5	-3	-12	·	8
O=C(Nc1cccc(S(=O)(=O)N2CCCC2)c1)c1ccc2c(=O)n3c(nc2c1)CCCCC3	-23	31	0.4	-3	67	27	7	17	-91	4	12
CCC(=O)NC1OC(CO)C(O)C(O)C1O (stereo not given)	5	-5	0.4	15	-4	3	-10	8	11	4	6
O=C(CCN1C(=O)c2ccccc2C1=O)N1CCOCC1	-1	-4	1.2	3	-3	-1	0	-6	3	1	1
CCCN(CCC)Cc1cc(=O)oc2cc(C)ccc12	-1	2	0.5	-3	4	·	-5	·	-8	·	9
Cc1cccc(NC(=O)c2cc(S(=O)(=O)N3CCc4ccccc43)cn2C)c1C	-2	3	-1.2	22	8	·	-25	-2	20	2	16
Cc1cc(C(=O)N2CCN(C(c3ccccc3)c3ccccc3)CC2)on1	7	2	2.8	15	16	·	-7	2	6	2	6
COc1ccc2c(c1)[C@@H]1[C@H](CO2)[C@H](c2ccccc2)[C@]2(C)C(=O)Nc3ccc(C)cc3C(=O)N12	0	22	0.3	-1	-13	3	8	-8	24	3	-11
Cn1c(SCC(=O)NNC(=O)c2ccc(Cl)cc2)nnc1-c1cccnc1	-5	-3	4.0	10	-11	1	-10	-3	0	3	1
Cc1ccc(C)c(Nc2cc(C(=O)NCc3cccnc3)c3ccccc3n2)c1	-8	14	-0.2	15	3	16	-7	-1	28	-1	-7
CN1CC2([N+](=O)[O-])CC=C(OCCO)C([N+](=O)[O-])(C1)C2 (stereo not given)	14	-5	1.9	18	-17	-1	9	1	3	1	-2
COC(=O)c1cc(S(=O)(=O)N(C)Cc2ccco2)c[nH]1	14	0	0.0	-9	-24	-4	3	-1	-8	-1	-6
c1ccc(-c2nnc(CN3CCN(c4ccccc4)CC3)o2)cc1	4	3	-0.5	-1	-6	·	-21	2	-1	3	8
CC(C)CN(C(=O)COC(=O)/C=C/c1ccc(Cl)c(Cl)c1)c1c(N)n(Cc2ccccc2)c(=O)[nH]c1=O	-10	45	0.4	17	-11	100*	27	10	89*	·	-26
O=S(=O)(c1cc(F)ccc1F)N1CCN(c2ccccn2)CC1	-12	-16	0.0	9	-6	0	-1	2	12	-3	-2
N#Cc1nc(COc2ccc(Cl)cc2)oc1N1CCCCCC1	-16	4	-0.7	-9	-1	-10	19	-3	13	-1	-6
